# Screens as filed in PubChem BioAssay.
# TMEM16A inh: mouse TMEM16A channel inhibition, primary screen; normalized B-score (activity score, 25-100; higher = stronger inhibition) at 10 µM; HEK293 TMEM16A/YFP iodide influx fluorescence, ionomycin; 1.2% of 310,000 active; Q8BHY3;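 active = ratio plate-corrected score three or more library SD toward inhibition, starting fluorescence score within five deviations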;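 also: score derived from kinetic fluorescence span divided by baseline fluorescence per well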
# RGS4 inh: inhibitors of human RGS4. B-score at 10 µM. HEK293 M3R/RGS4 inducible, Fluo-4 calcium flux; hits give high values; triggered by carbachol at its EC20. 0.45% of 310,000 active;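 active = B-score, a plate-corrected calcium signal, over three deviations above library mean, with baseline fluorescence within five deviations of library mean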;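 also: RGS4 expression induced by doxycycline in cells with stable M3 receptor; B-score is computed from the integrated fluorescence ratio over baseline after carbachol; higher B-score means a larger calcium signal and so more RGS4 inhibition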
# Target sequence (P49798 whole entry, looked up): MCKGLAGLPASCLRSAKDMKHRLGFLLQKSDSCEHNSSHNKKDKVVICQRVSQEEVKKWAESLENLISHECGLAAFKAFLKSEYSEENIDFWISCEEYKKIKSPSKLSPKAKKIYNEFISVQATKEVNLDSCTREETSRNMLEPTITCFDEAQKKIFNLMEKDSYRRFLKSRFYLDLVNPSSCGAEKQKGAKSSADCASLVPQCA
# MrgX1 PAM: human MrgX1 positive allosteric modulation, primary screen | MrgX1-HEK293, Fluo-4 calcium flux, FDSS; hits give high values | AID 588675 | B-score at 10 µM | 0.63% of 310,000 active;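 active = plate-corrected calcium response at least 3 library SD above typical, normal starting fluorescence, not activating the receptor alone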;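 also: compound read alongside a low EC10 to EC30 dose of BAM8-22 agonist; peak minus trough fluorescence over baseline measured at the second addition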
# Target sequence (Q96LB2 whole entry, looked up): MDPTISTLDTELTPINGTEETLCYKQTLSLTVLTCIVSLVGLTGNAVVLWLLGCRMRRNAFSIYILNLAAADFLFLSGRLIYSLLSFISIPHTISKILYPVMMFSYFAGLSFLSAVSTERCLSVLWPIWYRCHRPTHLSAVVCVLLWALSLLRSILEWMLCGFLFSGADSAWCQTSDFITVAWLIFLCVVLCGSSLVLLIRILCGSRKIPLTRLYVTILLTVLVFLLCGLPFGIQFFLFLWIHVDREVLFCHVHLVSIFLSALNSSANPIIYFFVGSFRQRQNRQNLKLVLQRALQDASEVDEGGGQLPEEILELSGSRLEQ
# MrgX1 ag: agonists of human MrgX1 receptor | MrgX1-HEK293 cells, Fluo-4 calcium fluorescence, agonist mode; hits give high values | B-score at 10 µM | 0.44% of 310,000 active | AID 588627;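 active = calcium response B-score plate-corrected fluorescence ratio at least 3 library SD, with starting fluorescence B-score inside 5 SD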
#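 Assay system: stable human MrgX1 HEK293 cell line. Quantity: 15,000 cells per well. Schedule: cells plated overnight, dye loaded 0.5 h 37 °C, 0.5 h room temperature. Detection: Fluo-4 NW calcium-flux fluorescence, kinetic read. Read-out basis: peak-minus-minimum fluorescence over baseline, converted to B scores. Control set: positive and negative control wells on each plate.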
# TRPC6 inhibitor: inhibitors of mouse TRPC6 channel; Q61143; HEK293-TRPC6, membrane potential dye, ACh-evoked depolarization; hits give low values; B-score at 10 µM; 1.1% of 310,000 active;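 active = B-score under library mean minus 3 SD, initial fluorescence not abnormally high, positive integrated signal ratio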;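 also: B-score derived from integrated fluorescence ratio over the kinetic read; more negative B-score means stronger inhibition of depolarization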
# TMEM16A act: activators or potentiators of mouse TMEM16A chloride channel; Q8BHY3; HEK293 TMEM16A/YFP-H148Q/I152L, iodide quench fluorescence; hits give low values; B-score at 10 µM; 0.3% of 340,000 active;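 active = fluorescence-ratio B-score plate-corrected deviation score at least 3 library SD below zero, with starting fluorescence score within 5 deviations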;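 also: channel opened by trigger with iodide after compound preincubation; score built on the fluorescence ratio of max minus min over baseline; more negative score means more quench and so TMEM16A activation or potentiation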
# TRPC6 activator: mouse TRPC6 channel activation. Q61143. HEK293-TRPC6 membrane potential dye fluorescence; hits give high values. B-score at 10 µM. 0.13% of 310,000 active. AID 2550;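 active = B-score of the integrated fluorescence ratio above library mean plus 3 SD, and starting fluorescence ratio within library mean plus 5 SD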;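 also: higher score means more depolarization so channel activation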
# RGS4 pot: potentiators or activators of RGS4. HEK293 M3R/inducible RGS4, carbachol calcium flux Fluo4; hits give low values. B-score at 10 µM. 0.92% of 310,000 active;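 active = B-score of the integrated calcium signal more than 4 SD below the library mean, with starting fluorescence not abnormally high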;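 also: negative B-score means reduced calcium response which marks RGS4 activation or potentiation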
#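 Also added: carbachol at ECmax as muscarinic agonist stimulus; Assay system: HEK293 cells with stable M3R and inducible RGS4; Timing: overnight RGS4 induction, 30 min dye load 37 °C, 20 min compound RT; Measured by: Fluo4-AM (2 µM) calcium-flux fluorescence, kinetic read.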
# HDAC3 inh: inhibitors of human histone deacetylase 3. O15379. recombinant HDAC3, fluorogenic peptide/trypsin coupled, fluorescence. inhibition, % at 8.3 µM. 0.15% of 320,000 active. AID 2718; in the data active = inhibition above about 26%, passing the limit was not always enough
# Target sequence (O15379 whole entry, looked up): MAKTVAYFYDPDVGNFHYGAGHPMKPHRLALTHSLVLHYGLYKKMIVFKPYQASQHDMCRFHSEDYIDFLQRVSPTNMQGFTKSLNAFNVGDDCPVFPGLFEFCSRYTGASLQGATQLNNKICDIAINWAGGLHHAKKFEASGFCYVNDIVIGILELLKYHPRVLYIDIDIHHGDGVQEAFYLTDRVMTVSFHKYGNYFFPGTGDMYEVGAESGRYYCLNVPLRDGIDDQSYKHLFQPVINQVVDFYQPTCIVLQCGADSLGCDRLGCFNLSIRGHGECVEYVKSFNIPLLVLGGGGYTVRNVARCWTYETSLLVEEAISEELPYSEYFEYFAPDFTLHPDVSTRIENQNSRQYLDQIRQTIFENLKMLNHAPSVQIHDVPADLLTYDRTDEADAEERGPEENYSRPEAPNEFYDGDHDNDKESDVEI
# MrgX1 antag: blocks BAM8-22 activation of human MrgX1 receptor | Q96LB2 | MRGX1-HEK293 calcium flux, Fluo-4, BAM8-22 antagonism; hits give low values | B-score at 10 µM | 1.3% of 310,000 active | AID 588676;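 active = calcium-response B-score plate-corrected more than 3 library SD below zero, starting fluorescence within 5 deviations, no agonist response on first addition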;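 also: peak minus trough fluorescence over baseline after final BAM8-22 challenge near maximal dose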
# SKKanGAS inh: blocks kanamycin growth of S. pyogenes SKKanGAS strain; BacTiter-Glo, 6 h; inhibition, % at 7.5 µM; 1.3% of 300,000 active; AID 1662;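 active = mean replicate score, as percent of positive control median, at least 50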;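 also: strain carries kanamycin resistance gene driven by streptokinase promoter and grows in 40 µg/ml kanamycin; loss of luminescence reflects streptokinase promoter inhibition or plain growth inhibition; 0% = median of DMSO wells and 100% = positive control at its reference dose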
# The depositor's hits bear a star; i = inactive; / = not tested or not shown.
SMILES,TMEM16A inh,RGS4 inh,MrgX1 PAM,MrgX1 ag,TRPC6 inhibitor,TMEM16A act,TRPC6 activator,RGS4 pot,HDAC3 inh,MrgX1 antag,SKKanGAS inh
Cc1onc(-c2c(Cl)cccc2Cl)c1C(=O)c1ccccc1,i,i,i,i,i,i,i,i,8,i,5
CCOCCCNC(=O)C(NC(=O)Cc1c[nH]c2ccccc12)c1ccccc1 (stereo not drawn),i,i,i,i,i,i,i,i,-6,i,2
Cc1nn(-c2ccccc2)nc1C(=O)c1c(C)[nH]n(-c2ccccc2)c1=O,i,i,i,i,i,i,i,i,-1,i,61*
CC(=O)Nc1ccc2sccc2c1,i,i,i,i,i,i,i,i,1,i,-17
COCc1cc(/C=N\NC(=O)Cc2ccc(OC)cc2)ccc1OC,i,i,i,i,i,i,i,i,2,i,-2
CC(Oc1cccc(Cl)c1)C(=O)Nc1ccccc1N1CCCCC1 (stereo not drawn),i,i,i,i,i,i,i,i,1,i,73*
Clc1ccc(CSc2cc3c(nn2)-c2ccccc2CC3)cc1Cl,i,i,i,i,i,i,i,-8.1*,-6,i,-9
CC1=NN(C(=O)Cc2ccccc2)C(O)(c2cccnc2)C1 (stereo not drawn),i,i,i,i,i,i,i,i,2,i,-6
CCOC(=O)C(C(=O)OCC)C1CS(=O)(=O)CC1C(C(=O)OCC)C(=O)OCC (stereo not drawn),i,i,i,i,i,i,i,i,-1,i,-3
CCOC(=O)C1CCN(C(=O)c2oc3ccc4c(c3c2C)C(O)CC2(CCCCC2)O4)CC1 (stereo not drawn),i,i,i,i,i,i,i,i,4,i,0
Cn1c(-[n+]2c(-c3ccccc3)cc(-c3ccccc3)cc2-c2ccccc2)nc2cc([N+](=O)[O-])ccc21,i,i,i,i,i,i,i,i,3,i,4
COc1cc(OC)cc(C(=O)OCC(=O)N(C)c2ccccc2)c1,i,i,i,i,i,i,i,i,0,i,7
COc1ccc(S(=O)(=O)Cc2ccc(C(=O)N3CCN(C4CCCCC4)CC3)o2)cc1,i,i,i,i,i,i,i,i,0,i,-1
CCOC(=O)c1c(S(=O)(=O)NCC(=O)NCc2ccc(C)cc2)c(C)n(C)c1C,i,i,i,i,i,i,i,i,0,i,3
Cc1[nH]c2ccc3ncccc3c2c1C,i,i,i,i,i,i,i,i,-1,i,-6
COc1ccccc1N(CC(=O)Nc1cccnc1)S(=O)(=O)c1ccccc1,i,i,i,i,i,i,i,i,0,i,-3
CCc1ccn2cc(-c3cc(-c4ccccc4)no3)nc2c1,i,i,i,i,i,i,i,i,0,i,-2
Cc1ccccc1NC(=O)c1ccc(Cn2cc([N+](=O)[O-])cn2)o1,i,i,i,i,i,i,i,i,-1,i,8
O=C1/C(=C/c2ccccc2)Oc2cc(OC(=O)N3CCOCC3)ccc21,i,i,i,i,i,i,i,i,-4,i,4
Cc1cc(C)nc(SCC(=O)c2ccc3c(c2)OCCO3)n1,i,i,i,i,i,i,i,i,2,i,-10
COc1ccc(S(=O)(=O)N2CCc3ccccc32)cc1C(=O)Nc1ccc(C(N)=O)cc1,i,i,i,i,i,i,i,i,-3,i,4
COC(=O)[C@@H](N)Cc1ccc(O)cc1,i,i,i,i,i,/,i,i,4,i,5
COc1ccc(-c2cn3c(C)c(C(=O)N4CCc5ccccc5C4)sc3n2)cc1,i,i,i,i,i,i,i,i,1,i,39
O=C(Nc1nnc(C2CC2)s1)c1cc(S(=O)(=O)N2CCN(c3ccccc3)CC2)ccc1Cl,i,i,i,i,i,i,i,i,-6,i,39
COc1ccc(NC(=O)CSc2nc3ccccc3nc2N2CCCC2)cc1,i,i,i,i,i,i,i,i,0,i,1
O=C(c1cc(=O)[nH]c2ccccc12)N1CCN(c2cccc(C(F)(F)F)c2)CC1,i,i,i,i,i,i,i,i,-5,i,-1
CN(C)S(=O)(=O)c1cccc(C(=O)N2CCc3ccccc32)c1,i,i,i,i,i,i,i,i,5,i,2
C#CCOCCOCCOCCNc1nc(N2CCN(C(=O)[C@H](CCC(=O)O)n3cc(C(N)Cc4ccc(O)cc4)nn3)CC2)nc(N2CCN(C(=O)[C@H](CCCCN)n3cc(C(N)[C@H](C)CC)nn3)CC2)n1 (stereo partly drawn),/,i,/,/,i,/,i,i,/,/,-3
CC1(C)Cc2c(sc(NC(=O)COc3ccccc3)c2C#N)C(C)(C)N1,i,i,i,i,i,i,i,i,3,i,-1
O=S(=O)(NC1CCCC1)c1cccc(S(=O)(=O)N2CCC(n3nnc4ccccc43)CC2)c1,i,i,i,i,i,i,i,i,/,i,10
O=C1OCc2cccc([N+](=O)[O-])c21,i,i,i,i,i,i,i,i,4,i,-15
CN(C)C(CNc1ccc(S(C)(=O)=O)cc1[N+](=O)[O-])c1ccccc1 (stereo not drawn),i,i,i,i,i,i,i,i,-4,i,4
COc1ccc(NC(=O)Cn2nnc(C(=O)NCCc3ccc(OC)c(OC)c3)c2N)c(OC)c1,i,i,i,i,i,i,i,i,-5,i,-8
O=C(COc1cc(=O)n2c(n1)SCCC2)c1ccccc1,i,i,i,i,i,i,i,i,-7,i,-4
COc1ccccc1N1CCN(C(=O)CCc2ccccc2)CC1,i,i,i,i,i,i,i,i,-7,i,-2
CCn1c(SCC(=O)Nc2nnc(C)s2)nnc1-c1ccncc1,i,i,i,i,i,i,i,i,3,i,-4
Clc1ccc(C2=Nn3c(nnc3-c3cccs3)SC2)cc1,i,i,i,i,i,i,i,i,-1,i,-6
COCCN(CCOC)C(=O)COC(=O)c1cc([N+](=O)[O-])ccc1Cl,i,i,i,i,i,i,i,i,4,i,-5
CCc1nnc(NC(=O)c2ccc(S(=O)(=O)N3CCCC3)cc2)s1,i,i,i,i,i,i,i,i,3,i,4
CCc1nc(NCCCn2ccnc2)c2oc3ccccc3c2n1,i,i,i,i,i,-26*,i,i,0,i,-4
CCOc1ccccc1N(C(=O)c1snc(C(N)=O)c1N)C(C(=O)NCC1CCCO1)c1ccc2ncccc2c1 (stereo not drawn),i,i,i,i,i,i,i,i,0,i,-2
Cc1ccc(C(=O)NCC(C)(C)O)cc1,i,i,i,i,i,i,i,i,2,i,4
Cc1[nH]c(=O)nc(SCc2cccc(Cl)c2)c1C#N,i,i,i,i,i,i,i,i,2,i,10
CCOC(=O)C1=C(CSc2nc(-c3ccncc3)ccc2C#N)OC(N)=C(C#N)C1c1ccc(OC)cc1 (stereo not drawn),i,i,i,i,i,i,i,i,15,i,7
CCc1c(C)sc(NC(=O)Cn2nc(C)c([N+](=O)[O-])c2C)c1C(N)=O,i,i,i,i,i,i,i,i,2,i,-10
CC(C)CNc1nc(S(=O)(=O)c2ccccc2)c(Cl)s1,i,i,i,i,i,i,i,i,4,i,3
CCn1c(=O)cc(OCC(=O)N2CCCCCC2)c2ccccc21,i,i,i,i,i,i,i,i,4,i,-1
COc1ccc(NS(=O)(=O)c2nnc(NC(=O)c3ccccc3F)s2)cc1,i,i,i,i,i,i,i,i,-2,i,21
CN(CCCC(=O)Nc1ccccc1F)S(=O)(=O)c1ccc(F)cc1,i,i,i,i,i,i,i,i,-5,i,-1
Cc1cc(OCC(=O)N(C)C2CCCCC2)cc(C)c1Cl,i,i,i,i,i,i,i,i,7,i,7
CCC(C)NC(=O)/C=C1\Sc2ccccc2NC1=O (stereo not drawn),i,i,i,i,i,i,i,i,/,i,-5
FC(F)(Cl)c1nnc2ccc(Cl)nn12,i,i,i,i,i,i,i,i,1,i,-1
O=C(O)c1ccc(CNS(=O)(=O)c2ccc3ccccc3c2)cc1,i,i,i,i,i,i,i,i,0,i,-1
O=C(CN1C(=O)C(=O)N(Cc2ccccc2)C1=O)Nc1ccc(F)c(Cl)c1,i,i,i,i,i,i,i,i,1,i,-3
Cc1ccc(C)c(NS(=O)(=O)c2cc(C(=O)Nc3ccccc3-c3ccccc3)ccc2Cl)c1,i,i,i,i,i,i,i,i,-1,i,28
CCn1c(SCC(=O)Nc2nonc2C)nnc1-c1ccco1,i,i,i,i,i,i,i,i,-2,i,3
CN(Cc1cccnc1)C(=O)c1cc(COc2ccc3c(c2)CCCC3)on1,i,i,i,i,i,i,i,i,10,i,-16
Cc1cc(C(=O)COC(=O)/C=C/c2cccc(F)c2)c(C)n1C,i,i,i,i,i,i,i,i,-4,i,-2
Cc1cc(C)n(-c2nc3c(c(=O)[nH]c(=O)n3C)n2Cc2ccccc2)n1,i,i,i,i,i,i,i,i,-3,i,-8
CCCc1cc(=O)n2nc(N3CCC(C(=O)Nc4cccc(C(C)=O)c4)CC3)sc2n1,i,i,i,i,i,i,i,i,1,i,19

# Remaining list, next part.
SMILES,TMEM16A inh,RGS4 inh,MrgX1 PAM,MrgX1 ag,TRPC6 inhibitor,TMEM16A act,TRPC6 activator,RGS4 pot,HDAC3 inh,MrgX1 antag,SKKanGAS inh
CCN(C(=O)C(C)N1C(=O)/C(=C/c2cccs2)SC1=S)C1CCS(=O)(=O)C1 (stereo not drawn),i,i,i,i,i,i,i,i,4,i,-2
Cc1cccc(NC(=O)c2c(O)c3ccccc3[nH]c2=O)c1,i,i,i,i,i,i,i,i,/,i,/
COc1ccc(CN2CCC(c3nc4ccc(Cl)cc4[nH]3)CC2)cc1,i,i,i,i,i,i,i,i,0,i,-10
CNC(=O)NC(=O)COC(=O)/C=C/c1cccc(Br)c1,i,i,i,i,-8.5*,i,i,i,2,i,5
Cc1ccc(OCC(=O)Nc2ccc(S(=O)(=O)Nc3ccccn3)cc2)cc1,i,i,i,i,i,i,i,i,-3,i,4
CN(Cc1ccc(F)cc1)Cc1nc(-c2ccccc2)no1,i,i,i,i,i,i,i,i,6,i,18
Cc1ccc(OCCNC(=O)c2cccc(Oc3ccc(C(F)(F)F)cc3[N+](=O)[O-])c2)cc1,i,i,i,i,i,i,i,i,11,i,4
O=C(O)c1cc(NC(=O)c2ccccc2F)cc(NC(=O)c2ccccc2F)c1,i,i,i,i,i,i,i,i,-6,i,7
CCOC(=O)c1c(NC(C)=O)sc(/C(C)=N/Nc2ccc(C(=O)O)cc2)c1C,i,i,i,i,i,i,i,i,8,i,23
